Compound activity deposited in PubChem by The Scripps Research Institute Molecular Screening Center.
UHRF1 binding: blocks human UHRF1 binding to methylated DNA; AID 687016; actives 0.75% (n = 370,000); inhibition, % at 4.4 µM; UHRF1 binding to methylated oligo, TR-FRET; in the data active means inhibition above about 21%;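 further: UHRF1 SRA domain binding a hemimethylated CpG hairpin DNA probe; 0% = median of test compound wells and 100% = reference inhibitor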
Target sequence (Q96T88 whole entry, looked up, the tested form may be a part): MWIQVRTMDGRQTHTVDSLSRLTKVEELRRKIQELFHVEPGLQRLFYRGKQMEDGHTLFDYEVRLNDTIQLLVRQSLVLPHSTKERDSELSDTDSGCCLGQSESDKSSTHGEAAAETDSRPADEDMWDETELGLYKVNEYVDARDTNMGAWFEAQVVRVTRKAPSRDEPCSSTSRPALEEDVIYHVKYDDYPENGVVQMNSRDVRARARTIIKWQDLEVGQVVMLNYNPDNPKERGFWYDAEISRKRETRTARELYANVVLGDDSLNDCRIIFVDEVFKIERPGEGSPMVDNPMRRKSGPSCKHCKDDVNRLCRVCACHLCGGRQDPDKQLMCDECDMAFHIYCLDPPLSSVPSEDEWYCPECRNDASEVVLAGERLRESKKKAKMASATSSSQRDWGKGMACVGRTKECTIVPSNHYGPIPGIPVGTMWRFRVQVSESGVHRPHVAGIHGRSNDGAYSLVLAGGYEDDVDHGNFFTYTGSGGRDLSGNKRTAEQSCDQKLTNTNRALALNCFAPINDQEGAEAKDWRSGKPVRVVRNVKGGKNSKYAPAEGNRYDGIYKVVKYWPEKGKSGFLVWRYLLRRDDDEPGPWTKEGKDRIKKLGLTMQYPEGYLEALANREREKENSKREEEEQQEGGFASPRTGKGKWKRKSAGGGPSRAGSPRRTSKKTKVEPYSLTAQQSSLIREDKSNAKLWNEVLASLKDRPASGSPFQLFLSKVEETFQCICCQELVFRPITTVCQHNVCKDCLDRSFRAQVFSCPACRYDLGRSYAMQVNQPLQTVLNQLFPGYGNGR
LEDGF integ inh: blocks HIV-1 LEDGF/p75-dependent DNA integration; TR-FRET IN-LEDGF/p75 DNA integration, Eu/Cy5; actives 0.64% (n = 370,000); AID 743269; inhibition, % at 3.7 µM;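 active means inhibition above the screen-wide mean plus 3 SD, cut at about 13% in these data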;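 further: signal is the Cy5 over europium emission ratio at 671 and 618 nm; 0% = plate median of compound wells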
MBD2 inh: blocks human MBD2 binding to methylated DNA. Q9UBB5. actives 0.31% (n = 370,000). TR-FRET, MBD2 binding to methylated oligonucleotide. AID 686964. inhibition, % at 4.4 µM; in the data active means inhibition above about 13%
Tn7 DDE FP: inhibitors of Tn7 peptide binding to human fibrin DD(E); P02675; FP displacement of FITC-Tn7 peptide from fibrin DD(E); 0% = median of compound wells per plate; AID 720508; actives 0.13% (n = 370,000); inhibition, % at 8.3 µM;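 active means inhibition above the mean of compounds falling within the control limits plus 3 SD of them, cut at about 14% in these data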;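 further: 0% = plate median of compound wells and 100% = 10 µM Aha-Tn7 peptide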
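Assay system: human fibrin DD(E) protein / Input: 2 µM fibrin DD(E) / Benchmarks: high control of 10 µM Aha-Tn7 peptide / Measured by: fluorescence polarization of the labelled Tn7 tracer / Medium: Tris buffer with calcium and detergent, pH 7.8 / Timing: 10 min compound pre-incubation, 3 h probe incubation at room temperature / Repeats: one replicate per compound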
SIAE inh: inhibitors of human sialic acid acetylesterase SIAE; Q9HAT2; SIAE FP-Rh probe binding, fluorescence polarization; inhibition, % at 9.66 µM; actives 0.69% (n = 370,000); AID 1053197;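 active means inhibition above a cutoff: mean of compounds within the control limits plus 3 SD of those, cut at about 17% in these data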;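 further: 0% = plate median of compound wells and 100% = probe without SIAE protein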
PRMT1 FP inh: PRMT1 (human) inhibition, primary screen. Q99873. recombinant PRMT1, activity-based probe fluorescence polarization. inhibition, % at 2.79 µM. actives 1.3% (n = 370,000);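 active means inhibition above about 21% made by adding two undisclosed values, limit read from the data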
DDE Tn6 FP inh: DD(E)-Tn6 binding inhibition, primary FP screen; inhibition, % at 8.3 µM; P02675; Fibrin DD(E) TRITC-Tn6 fluorescence polarization displacement; AID 720509; actives 0.21% (n = 370,000);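 active means inhibition above a per-campaign cutoff: mean of compounds within control limits plus 3 SD, cut at about 15% in these data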;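 further: 0% = median of all compound wells on the plate and 100% = blocking peptide control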
TCR CD3 inh: human TCR-CD3 binding inhibition; TAMRA-labeled TCR probe fluorescence, biochemical; inhibition, % at 9.4 µM; actives 0.37% (n = 360,000); in the data active means inhibition above about 19%;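 further: recombinant mutant TCR 2C K166C tagged with TAMRA read by polarization; 0% = receptor in buffer alone and 100% = receptor with positive control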
KLK7 zymogen act: activates the human kallikrein-7 zymogen; purified proKLK7, EDANS-DABCYL substrate fluorescence; 100% is mature enzyme control, 0% vehicle; actives 0.9% (n = 370,000); activation, % at 7 µM; AID 652039; P49862;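 active means activation above the mean of all tested compounds plus 3 SD, computed per campaign excluding outliers beyond control limits, cut at about 13% in these data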
Target sequence (P49862 whole entry, looked up): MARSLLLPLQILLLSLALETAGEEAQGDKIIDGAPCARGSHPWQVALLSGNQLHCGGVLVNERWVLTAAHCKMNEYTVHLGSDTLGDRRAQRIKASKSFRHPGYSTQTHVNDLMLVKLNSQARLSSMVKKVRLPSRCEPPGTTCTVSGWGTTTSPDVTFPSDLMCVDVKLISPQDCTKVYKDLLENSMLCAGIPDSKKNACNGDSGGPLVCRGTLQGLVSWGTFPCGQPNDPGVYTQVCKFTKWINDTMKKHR
TDP2 absorb: blocks human TDP2 phosphodiesterase activity | recombinant TDP2, T5PNP hydrolysis, p-nitrophenol absorbance 415 nm | actives 0.34% (n = 370,000) | inhibition, % at 12.8 µM;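 active means inhibition above the mean of all tested compounds plus 3 SD, set per campaign, cut at about 25% in these data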;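 further: 0% = DMSO with enzyme and 100% = buffer with substrate but no TDP2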
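Evaluation: % inhibition relative to enzyme-containing and enzyme-free wells. Material: recombinant human TDP2. Benchmarks: enzyme-free and DMSO wells. Timing: enzyme reaction with compound for 2 h at 37 °C. Compound dosing: 12.8 µM only. Measured by: p-Nitrophenol epi absorbance. Reagent: T5PNP substrate at 5 mM, a TopII-DNA adduct mimic. Replication: single well per compound.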
* = called active by the depositor; . = not tested or not shown.

SMILES | UHRF1 binding | LEDGF integ inh | MBD2 inh | Tn7 DDE FP | SIAE inh | PRMT1 FP inh | DDE Tn6 FP inh | TCR CD3 inh | KLK7 zymogen act | TDP2 absorb
CCOc1ccc(Cc2nc(C)c(CC(=O)N3CCCCC3)c(=O)[nH]2)cc1 | 0 | 1 | -2 | 3 | -6 | 0 | -5 | 1 | -0.6 | 5
O=C1C2C3C=CC(CC3)C2C(=O)N1/N=C/c1c(O)ccc2ccccc12 (centres undefined) | 2 | -3 | 2 | 4 | 4 | 2 | 0 | 0 | 0.2 | 8
CC(=O)NC(=O)c1cnn(-c2ccccc2)c1N | -3 | 1 | -1 | -6 | 9 | -1 | 4 | 6 | 0.4 | 6
CC(C)n1cc(C(=O)N2CCCC(Nc3ccc(F)c(F)c3)C2)cn1 (centres undefined) | -2 | -4 | -5 | -3 | 2 | -5 | -3 | 7 | 0.1 | -16
CN(C)c1ccc(NC(=O)CN2CCN(c3ccc(F)cc3)CC2)cc1 | -1 | 0 | -2 | 1 | 14 | -5 | -3 | -5 | -0.3 | 7
COCCNC(=O)c1cccc(OC2CCN(Cc3ccc(Cl)c(F)c3)CC2)c1 | 1 | -1 | 0 | 10 | 6 | 0 | 2 | 6 | -0.9 | 5
COc1ccc(S(=O)(=O)NCCc2csc(C)n2)cc1C | 0 | 0 | -3 | 2 | 1 | -1 | -2 | 2 | -1.0 | 8
CCc1ccc2nc(Nc3ncc(C(C)=O)c(C)n3)nc(C)c2c1 | 0 | 3 | -4 | 2 | -4 | -8 | -4 | 1 | 0.2 | -3
CC(C)C[C@H]1COc2cccc(N3CCN(Cc4ccccc4F)CC3)c2S(=O)(=O)N1 | -2 | 4 | -6 | 1 | -2 | -8 | -4 | 0 | -0.2 | 3
COc1ccc(OCC(=O)Nc2ccc3c(c2)nc(CCN2CCCCC2)n3C)cc1 | 4 | 0 | 1 | -3 | 0 | -2 | 0 | 1 | 0.3 | 12
Cc1cccc(-n2ncc3c(NCCCn4ccnc4)ncnc32)c1 | 0 | -3 | -3 | 0 | 4 | 1 | 5 | -1 | 0.7 | -5
CCCCN(C=O)c1c(CC)nc2c(OCc3ccccc3C)cccn12 | -2 | 3 | -8 | 3 | 0 | -4 | -6 | 3 | -0.3 | 3
O=C(O)c1cc(-c2ccc(O)cc2)on1 | 1 | -2 | 2 | 0 | -9 | 3 | -7 | -5 | 0.3 | 12
CC(=O)Nc1ccc(-c2csc(N/N=C(/C)c3ccccc3)n2)cc1 | -7 | -1 | -2 | -2 | 11 | 19 | -1 | -10 | -0.2 | 2
COc1ccc(OC)c(C(=O)c2c(C)oc3cc(Br)c(O)c(CN(C)C)c23)c1 | -3 | -4 | 4 | 2 | 4 | 7 | -4 | -8 | 0.4 | -2
COc1ccc(C)cc1S(=O)(=O)N1CCN(C(=O)c2ncoc2-c2ccccc2C)CC1 | -2 | -1 | -2 | -2 | 12 | 4 | -14 | -1 | -0.6 | 12
COC(=O)C1CN(Cc2cn(CCOC(C)=O)nn2)CCS(=O)(=O)N1Cc1ccc(Cl)cc1 (centres undefined) | 15 | -2 | 9 | 2 | -8 | 4 | 1 | . | 0.7 | -7
C[C@@H](NS(=O)(=O)c1cc(Cl)ccc1F)[C@H](O)c1ccccc1 | -4 | 0 | 1 | 1 | -1 | 0 | 1 | 3 | -0.6 | 0
CCn1c(-c2ccc(N)cc2)nc2ccccc21 | -3 | -2 | -4 | -1 | 12 | -3 | 9 | 4 | -0.1 | 1
O=C(c1cc(-c2ccc(Cl)cc2)on1)N1CCc2ccccc2C1 | 0 | -2 | 3 | -2 | 6 | 3 | 3 | -6 | 1.0 | 1
C=C(C)CSc1nnc([C@H](CCSC)NC(=O)OC(C)(C)C)o1 | 1 | 2 | -1 | -2 | 3 | -1 | 3 | -7 | 0.0 | 1
O/N=C(\c1ccc(Cl)cc1)c1cc2ccccc2o1 | 1 | 3 | 4 | 0 | -6 | 2 | 4 | 3 | 0.4 | -3
CCCc1c(C(=O)N/N=C/c2ccco2)nnn1-c1nonc1N | -4 | 0 | 1 | 0 | -2 | -4 | 2 | 7 | -0.2 | -13
Cc1cc(NC(=O)c2cccc(S(=O)(=O)Nc3cccc(C(=O)O)c3)c2)no1 | 0 | -6 | -5 | -2 | -2 | 5 | 1 | -1 | -0.1 | -4
COc1ccc(CNC(=S)Nc2ccc(-c3ccccc3)cc2)cc1 | -2 | 2 | 1 | 0 | 2 | 0 | 0 | 10 | 0.3 | -5

Looked up by compound from above (4):
SMILES | UHRF1 binding | LEDGF integ inh | MBD2 inh | Tn7 DDE FP | SIAE inh | PRMT1 FP inh | DDE Tn6 FP inh | TCR CD3 inh | KLK7 zymogen act | TDP2 absorb
COc1ccc(S(=O)(=O)NCCc2csc(C)n2)cc1C | 0 | 0 | -3 | 2 | 1 | -1 | -2 | 2 | -1.0 | 8
CCCCN(C=O)c1c(CC)nc2c(OCc3ccccc3C)cccn12 | -2 | 3 | -8 | 3 | 0 | -4 | -6 | 3 | -0.3 | 3
CCn1c(-c2ccc(N)cc2)nc2ccccc21 | -3 | -2 | -4 | -1 | 12 | -3 | 9 | 4 | -0.1 | 1
COc1ccc(OCC(=O)Nc2ccc3c(c2)nc(CCN2CCCCC2)n3C)cc1 | 4 | 0 | 1 | -3 | 0 | -2 | 0 | 1 | 0.3 | 12

Additional structures.
SMILES | UHRF1 binding | LEDGF integ inh | MBD2 inh | Tn7 DDE FP | SIAE inh | PRMT1 FP inh | DDE Tn6 FP inh | TCR CD3 inh | KLK7 zymogen act | TDP2 absorb
COc1ccc(C(N)=S)cc1 | 3 | 0 | 2 | 4 | -1 | 2 | 2 | -6 | -0.5 | 11
CC(C)CNC(=S)N1CCC(NC(=O)c2ccco2)CC1 | 23* | -4 | 2 | 1 | 3 | 2 | 0 | 0 | 0.2 | -3
CC(C)(C)NC(=O)c1cccc(NC(=O)CSc2ccccc2)c1 | -1 | 0 | -5 | 1 | -5 | 3 | 2 | -4 | -0.2 | 5
Cc1ccccc1NC(=S)N/N=C/C(C)c1ccccc1 (centres undefined) | -2 | 1 | -2 | -1 | 7 | 1 | 1 | 2 | 0.2 | -2
Cc1ccc(S(=O)(=O)NCCCCCC(=O)Nc2ccccc2C)cc1 | 7 | 0 | 3 | -5 | 1 | 1 | 0 | -4 | -0.1 | -7
CCc1nc2scc(-c3ccccc3)c2c(=O)n1N | 0 | 0 | -4 | -3 | 2 | 4 | 5 | 5 | 0.7 | -4
COC(C(=O)NNS(=O)(=O)c1ccccc1[N+](=O)[O-])c1ccccc1 (centres undefined) | 3 | -6 | -2 | 9 | -2 | -1 | -1 | -12 | -0.7 | -2
CCN(CC)C(=O)CSc1nnc([C@H](CCSC)NC(=O)OC(C)(C)C)o1 | -1 | 2 | 0 | 10 | 1 | 3 | 2 | 8 | -0.5 | -3
NC(=O)CNC(=O)C1CCN(S(=O)(=O)c2ccc(-n3cnnn3)cc2)CC1 | 3 | 3 | 2 | -1 | -3 | -4 | 1 | 0 | 0.7 | 6
Cc1nc(/N=C(\N)NC(=O)NC2CCCCC2)nc2ccccc12 | 4 | 7 | -1 | -4 | 5 | 2 | -4 | -3 | -0.1 | -10
CCOc1ccc(Br)cc1CNCCN1CCOCC1 | -2 | 0 | 2 | -2 | -1 | 2 | 0 | -1 | 0.2 | 3
CCc1cc2c(=O)oc(-c3ccccc3F)nc2s1 | 1 | -3 | 4 | 2 | -1 | 3 | -4 | -5 | 0.3 | 10
Cc1ccc(C)c(NC(=O)CN2C(=O)CCSc3ccccc32)c1 | 0 | -1 | 1 | -4 | 3 | 6 | -4 | . | 0.5 | 5
CCOc1ccccc1C1C(C(=O)OC)=CN(C)C=C1C(=O)OC | -4 | 3 | -5 | -1 | 4 | -2 | -2 | 1 | 46* | 4
CCOC(=O)C1CCN(CC(O)COc2ccc(C(=O)CC)cc2)CC1 (centres undefined) | 1 | -1 | 5 | 1 | 1 | -2 | 8 | 9 | -0.4 | -2
CCCCOCCCNC(=O)COc1ccccc1 | -1 | 1 | -6 | -5 | 0 | -2 | 2 | 2 | 0.1 | 0
CS(=O)(=O)N1CCN(c2ccc(C(=O)NC34CC5CC(CC(C5)C3)C4)cc2[N+](=O)[O-])CC1 | 1 | 0 | -7 | 4 | -8 | 1 | -4 | -4 | -0.2 | 2
CCC(=O)N1CCCC(C)(C(=O)NS(=O)(=O)c2cccs2)C1 (centres undefined) | 2 | 1 | 2 | 5 | 0 | 2 | 3 | -2 | -0.5 | 2
Cc1ccc(C=C(C#N)C(=O)c2ccccc2)cc1 | 0 | 4 | -6 | -2 | -2 | 5 | -1 | -1 | -0.3 | 0
CC(C)c1ccc(-n2nnnc2SCC(=O)NC2CC2)cc1 | 2 | 1 | -4 | 5 | 2 | -4 | 0 | 4 | -0.2 | 1
CCc1ccccc1NC(=O)CN(C)S(=O)(=O)c1ccc2c(c1)c(=O)n(C)c(=O)n2C | -2 | -1 | -2 | -10 | 0 | -7 | 10 | 18 | -0.6 | -4
CCCC(C)c1nc(C(N)=O)c2[nH]c(=O)n(-c3ccc(OC)c(OC)c3)c2n1 (centres undefined) | -1 | -1 | 1 | -4 | -7 | 2 | 2 | 4 | 0.0 | 16
COC(=O)c1ccc(OCC(O)CN(CC(C)C)CC(C)C)cc1 (centres undefined) | 1 | 2 | 2 | 2 | 5 | 2 | 3 | -2 | 0.2 | 4
O=S(=O)(Nc1ncccn1)c1ccc(NC(=S)Nc2ccccc2)cc1 | -1 | -3 | 2 | 1 | -1 | -3 | 0 | 9 | 0.3 | 0
CCC(=O)Nc1nc2ccccc2n1CCN(CC)CC | 0 | -1 | -1 | 0 | 9 | 1 | -6 | -2 | 0.1 | 8

More records follow:
SMILES | UHRF1 binding | LEDGF integ inh | MBD2 inh | Tn7 DDE FP | SIAE inh | PRMT1 FP inh | DDE Tn6 FP inh | TCR CD3 inh | KLK7 zymogen act | TDP2 absorb
CC(/C=C/C=C/c1ccccc1)=N/NC(=O)CNc1ccc(C)cc1 | -6 | 2 | -3 | -5 | 8 | -1 | -5 | 8 | -0.1 | -10
Cc1ccc(Cl)cc1NC(=O)C[n+]1ccc(Cc2ccc([N+](=O)[O-])cc2)cc1 | 1 | -1 | 5 | 3 | -2 | -3 | -2 | 0 | 0.2 | -3
COc1cccc(OC)c1OCCCN1CCC(Cc2ccccc2)CC1 | -1 | 3 | -1 | -5 | 4 | -1 | 3 | 1 | -0.7 | 21
CCC(C)C(=O)OC1CCC=C2C=CC(C)C(CCC3CC(O)CC(=O)O3)C21 (centres undefined) | 0 | -4 | 9 | 3 | 2 | 2 | -8 | 1 | 0.3 | -2
CC(C)(C)n1cnc2cc(NC(=O)c3ccc(Cl)cc3)ccc21 | -1 | 4 | 2 | 4 | 3 | -5 | -2 | 9 | 0.3 | 12
COC(=O)CCSc1cc([N+](=O)[O-])cc2c1c(C1OCCS1)nn2-c1ccccc1 (centres undefined) | 2 | 2 | 6 | -2 | 1 | 5 | -7 | -8 | -1.7 | -6
CSc1cccc(CNC(=O)C2CCC(=O)N(CCc3ccccc3)C2)c1 (centres undefined) | 3 | -2 | 4 | 6 | -1 | 3 | -1 | -2 | 0.2 | 1
